# Scp1 inh: blocks human Scp-1 phosphatase activity; 340,000 compounds, 0.88% hits; Recombinant Scp1, phosphopeptide, malachite green phosphate absorbance; inhibition, % at 20 µM; Q9GZU7; AID 493091;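 active = inhibition above about 50% at 20 µM, limit read from the data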;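 note: plate controls were DMSO wells with enzyme for no effect and wells lacking enzyme for full effect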
# Target sequence (Q9GZU7 76-261 limits assumed): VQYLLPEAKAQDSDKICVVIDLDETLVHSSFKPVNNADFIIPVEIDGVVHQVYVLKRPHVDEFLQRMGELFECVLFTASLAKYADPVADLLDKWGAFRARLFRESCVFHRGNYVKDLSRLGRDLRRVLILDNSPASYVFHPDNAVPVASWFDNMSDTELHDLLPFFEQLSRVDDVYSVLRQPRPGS
#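 Test system: SCP-1 phosphatase catalytic domain, residues 76-261; measured by: colorimetric phosphate reagent with accelerator and stabiliser, absorbance at 630 nm; timing: enzyme reaction 45 min at room temperature, colour 5 min, stabilisation 30 min; also added: Phosphorylated 17-residue peptide substrate; compound dosing: one concentration, 20 µM, with 1.0% DMSO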
# Rpn11 block: blocks the human proteasome subunit Rpn11 | O00487 | human 26S proteasome, Ub4-pepOG fluorescence polarization; 20S core pre-blocked with epoxomicin | calls only at 20 µM | 360,000 compounds, 0.59% hits | AID 588493;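 active = inhibition at 20 µM, scaled to each plate's controls, above about 33%, limit read from the data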
# Target sequence (O00487 whole entry, looked up): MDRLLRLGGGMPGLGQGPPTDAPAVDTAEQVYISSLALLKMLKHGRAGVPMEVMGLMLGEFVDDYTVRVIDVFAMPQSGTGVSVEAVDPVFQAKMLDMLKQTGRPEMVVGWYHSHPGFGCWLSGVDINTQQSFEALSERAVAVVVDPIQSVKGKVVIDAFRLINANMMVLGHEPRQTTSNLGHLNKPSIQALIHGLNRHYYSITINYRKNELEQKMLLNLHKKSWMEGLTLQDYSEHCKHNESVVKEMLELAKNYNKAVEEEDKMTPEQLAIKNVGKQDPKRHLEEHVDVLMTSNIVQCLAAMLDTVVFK
# DNMT1 inh: DNMT1 (human) enzyme inhibition. inhibition (reported as % activation of signal), % at 10 µM. DNMT1 molecular beacon, Hinp1I cleavage, fluorescence. P26358. 360,000 compounds, 0.83% hits; in the data active = inhibition above about 50%
# Neddylation inh: cullin neddylation inhibition; AID 651699; 360,000 compounds, 0.58% hits; calls only at 25 µM; P61081+Q13564; TR-FRET cullin neddylation, biochemical; in the data active = inhibition above about 36%
# Rin1-Abl PPI inh: inhibitors of human Rin1-Abl protein interaction. P00519+Q13671. TR-FRET Rin1/Abl binding, biochemical. inhibition, % at 7.35 µM. 360,000 compounds, 0.4% hits. AID 588664; in the data active = inhibition above about 5%, passing the limit was not always enough
# LMPTP inh: LMPTP (human) inhibition; recombinant LMPTP-A, OMFP fluorogenic substrate, fluorescence intensity; inhibition, % at 20 µM; 360,000 compounds, 0.22% hits; AID 651560;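 active = compounds that cut the enzyme signal by at least half of the control window in the single-dose screen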;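 note: plate controls were DMSO wells with enzyme plus substrate for no effect and substrate without enzyme for full effect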
# Target sequence (P24666 whole entry, looked up): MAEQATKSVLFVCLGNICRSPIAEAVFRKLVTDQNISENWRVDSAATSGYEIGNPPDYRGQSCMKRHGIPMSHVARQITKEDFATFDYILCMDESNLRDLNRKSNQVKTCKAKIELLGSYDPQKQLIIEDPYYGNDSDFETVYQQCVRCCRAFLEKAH
#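 Test system – LMPTP-A phosphatase enzyme · Quantity – 0.625 nM LMPTP-A final · Reagent – OMFP substrate, 400 µM final · Dosing – one test concentration per compound, 20 µM, with 3% DMSO overall · Timing – 50 min enzyme reaction at room temperature, protected from light · Detection – fluorescence intensity · Controls – substrate-only low control, DMSO enzyme-plus-substrate high control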
# SUMO1-SIM PPI: SUMO1-SIM interaction modulation; P63165; inhibition, % at 20 µM; SUMO1 binding to a labelled peptide, TR-FRET, 1 h; 360,000 compounds, 0.33% hits; in the data active = inhibition above about 37%
# CSN inh: CSN deneddylation inhibition. Q92905. inhibition, % at 12.5 µM. Purified CSN, SCF-Nedd8-OG deneddylation, fluorescence polarization. 360,000 compounds, 0.38% hits. AID 651999;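 active = pattern-corrected inhibition above about 35%, with an unprinted fluorescence ratio check between 0.5 and 1.5, limit read from the data, passing the limit was not always enough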;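 note: 0% = enzyme with substrate and 100% = substrate without enzyme; some results filed as inactive read as strong as hits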
# Target sequence (Q92905 whole entry, looked up, one chain of several): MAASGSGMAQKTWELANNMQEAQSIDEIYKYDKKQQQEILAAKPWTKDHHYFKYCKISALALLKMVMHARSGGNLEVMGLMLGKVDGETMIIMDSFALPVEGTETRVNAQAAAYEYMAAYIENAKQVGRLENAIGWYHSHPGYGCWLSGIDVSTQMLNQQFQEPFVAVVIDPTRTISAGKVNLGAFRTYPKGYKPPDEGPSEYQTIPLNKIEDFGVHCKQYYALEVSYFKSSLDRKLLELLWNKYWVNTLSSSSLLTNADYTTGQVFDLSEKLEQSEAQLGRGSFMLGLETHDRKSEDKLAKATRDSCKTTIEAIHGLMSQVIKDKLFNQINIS
#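 Test system: purified human Csn5 enzyme expressed in HEK293T cells. Amount: 0.24 nM enzyme. Reagent: SCFSkp2-Nedd8OG substrate at 10 nM final. Schedule: 90 min incubation of compound, enzyme and substrate at room temperature. Detection: fluorescence polarization. Read-out: % inhibition of substrate cleavage by Csn5.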
# NadD inh: NadD (S. aureus) enzyme inhibition; purified NadD enzyme, colorimetric absorbance read-out; inhibition, % at 20 µM; 360,000 compounds, 0.78% hits; AID 602399; in the data active = inhibition above about 26%; note: some compounds past the cut are filed as inactive
# STEP inh: STEP (human) phosphatase inhibition; P54829; recombinant STEP, OMFP fluorogenic substrate, fluorescence; inhibition, % at 20 µM; 360,000 compounds, 0.25% hits; AID 588621;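 active = inhibition at 20 µM, scaled per plate between control wells, above about 37%, limit read from the data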;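 note: 0% = DMSO with enzyme and substrate and 100% = substrate only without enzyme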
#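 Material: STEP (striatal-enriched tyrosine phosphatase) enzyme, cell-free; Compound dosing: 20 µM single dose in 1% DMSO; Technique: fluorescence read at 480 nm ex / 540 nm em; Times: reaction 20 min, ambient temperature; Medium: 50 mM Bis-Tris pH 6.0 with 2.5 mM DTT and 0.005% Tween 20; Also added: OMFP at 25 µM.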
# An asterisk follows results filed as active; i = inactive; · = not tested or not shown; + = active, no number.
no.	canonical_smiles	Scp1 inh	Rpn11 block	DNMT1 inh	Neddylation inh	Rin1-Abl PPI inh	LMPTP inh	SUMO1-SIM PPI	CSN inh	NadD inh	STEP inh
1	O=C(O)c1cc(N/N=C/c2ccc(-c3ccccc3)cc2)ccc1Cl	-7.3	i	2.9	·	0.5	1.6	0.1	-0.9	3.7	15.9
2	CCOC(=O)C1CCCN(c2c(N3CCN(c4cccc(Cl)c4)CC3)c(=O)c2=O)C1 (configuration not stated)	-15.3	i	-2.0	i	1.8	-0.1	-2.1	-2.5	2.7	2.1
3	CC1(C)OC(=O)C=C[C@]2(C)[C@H]3CC[C@@]4(C)[C@H](c5ccoc5)OC(=O)[C@H]5O[C@]54[C@]3(C)C(=O)C[C@@H]12	-2.3	i	2.6	i	-0.8	1.4	-5.0	-0.9	2.6	2.0
4	CCCCOC(=O)Nc1nc(CC(=O)OCC)cs1	-2.2	i	0.4	i	-2.9	-0.6	-0.2	0.4	-1.2	-1.3
5	Cc1ccc(C(=O)CC(SCC(=O)O)c2ccc([N+](=O)[O-])cc2)cc1 (configuration not stated)	-2.8	i	-2.1	i	-3.4	8.8	-18.1	2.1	0.8	2.2
6	CC1(C)CC(NC(=O)Nc2ccc([N+](=O)[O-])cc2)CC(C)(C)N1	-3.0	i	-1.2	i	-0.7	0.2	-18.7	-0.9	-9.6	-1.3
7	Cc1cccnc1	-12.2	i	-0.3	i	-0.1	0.0	3.0	2.0	2.0	-2.1
8	Cc1ccc(NC(=O)CCC(=O)NNC(=O)Cc2ccccc2)cc1C	-5.2	i	3.0	i	0.8	-0.3	-5.4	12.2	5.4	0.4
9	CC(C)CNC(=O)C1CCN(S(=O)(=O)c2ccc(-n3cnnn3)cc2)CC1	-3.4	i	2.0	i	3.1	-1.0	-1.4	0.5	-8.5	-1.8
10	N#Cc1cc(Cl)c(NCC2CCCO2)cc1C#N (configuration not stated)	-5.7	i	-1.4	i	0.1	-0.6	0.0	8.5	-4.0	1.8
11	COCCNC(=O)/C(C#N)=C/c1ccc2c(c1)OCO2	4.5	i	-9.5	i	-0.4	-0.1	-14.2	-2.4	0.0	-0.5
12	O=C(NCc1ccccc1)NC1(C(=O)N2CCN(c3ncccn3)CC2)CCCCC1	-4.8	i	3.0	i	0.8	-1.3	1.5	6.7	6.7	1.8
13	COc1ccc(S(=O)(=O)Nc2cc3c4c(oc3c3ccccc23)CC(C)(C)CC4=O)cc1	-6.6	i	-29.9	i	3.5	3.5	-3.4	5.0	19.3	0.1
14	Cc1ccc(S(=O)(=O)NC(CC(=O)NCc2ccco2)c2ccco2)cc1 (configuration not stated)	23.2	i	7.1	i	1.5	-1.1	0.7	4.9	-0.1	4.5
15	CCCCCC1CCC(C(=O)N2CCOCC2)CC1 (configuration not stated)	0.4	i	0.6	i	-1.0	-1.7	-0.1	-1.2	-2.5	-1.7
16	CCCCNC(=O)Cn1cnc([N+](=O)[O-])n1	-0.9	i	3.1	i	1.4	-0.8	-3.6	1.1	7.5	1.6
17	COc1ccc(CCN(C)C(=O)COC(=O)/C=C/c2ccc(C)o2)cc1OC	15.6	i	-2.0	i	-0.3	0.2	-12.7	-1.7	-0.5	-0.9
18	Cc1c(C)c2ccc(OCC(=O)NCc3ccccn3)cc2oc1=O	-6.3	i	-0.2	·	3.5	-0.8	-5.4	72.3*	0.2	1.5
19	Cc1ccccc1OC(=O)Cn1c(C(F)(F)F)nc2ccccc21	-6.7	i	-6.1	i	-1.9	-0.9	0.2	-4.5	0.8	1.2
20	Cc1ccc(-n2nnnc2SCC(=O)NCC2(N3CCCCC3)CCCCC2)c(C)c1	-5.7	i	7.0	i	0.2	-0.6	-2.1	4.3	-7.9	0.1
21	COc1ccc(NC(=O)C[C@H]2C(=O)N(Cc3ccccc3)C[C@@H]2C)cc1	·	i	2.0	i	0.9	-0.9	0.2	3.3	-2.7	-1.2
22	O=S(=O)(c1ccccc1)N1CCN(c2nc3ccccc3s2)CC1	-2.9	i	1.3	i	-2.1	2.4	0.5	-0.4	4.2	-0.3
23	Cc1ccc(S(=O)(=O)N2CCC(=O)N(CCOC(=O)Nc3ccc(C)c(C)c3)CC2)cc1	-3.6	i	3.0	i	4.7	-0.5	2.6	-1.2	-3.0	-0.8
24	O=C(CCCN1C(=O)c2ccccc2C1=O)N1CCOCC1	-5.3	i	2.0	i	0.7	1.3	-0.8	2.5	-2.0	-2.6
25	OCC1(CCc2ccccc2)CCN(Cc2cnc(N3CCCC3)s2)CC1	-9.6	i	0.2	i	-4.6	0.9	-3.3	-4.0	-2.4	1.0
26	N/C(=N\OC(=O)CCC(=O)O)c1ncc(C(F)(F)F)cc1Cl	2.5	i	0.0	i	5.5	-0.6	-2.1	4.1	8.5	-0.7
27	Cc1ccc(C(=O)NCc2ccc(Cl)c(Cl)c2)o1	-13.2	i	-0.4	i	-4.6	1.5	1.3	-2.7	-1.0	-3.3
28	Nc1ccccc1-n1cccc1	0.9	i	-5.6	+	0.1	2.1	-3.1	0.3	6.2	-1.1
29	COc1cccc(/C=N/NC(=O)c2ccc(COc3ccc(Cl)cc3Cl)o2)c1	-2.2	i	-10.2	i	-3.3	0.6	0.9	-1.9	3.7	0.1
30	C=CCc1c(O)nc(SCC(=O)c2ccccc2)[nH]c1=O	2.0	i	0.4	i	-0.1	-1.2	8.4	-1.7	-4.0	-0.7

# Some of the entries above, reformatted.
8) Cc1ccc(NC(=O)CCC(=O)NNC(=O)Cc2ccccc2)cc1C
9) CC(C)CNC(=O)C1CCN(S(=O)(=O)c2ccc(-n3cnnn3)cc2)CC1
10) N#Cc1cc(Cl)c(NCC2CCCO2)cc1C#N (configuration not stated)
11) COCCNC(=O)/C(C#N)=C/c1ccc2c(c1)OCO2
Assay by compound | 8 | 9 | 10 | 11
Scp1 inh | -5.2 | -3.4 | -5.7 | 4.5
Rpn11 block | i | i | i | i
DNMT1 inh | 3.0 | 2.0 | -1.4 | -9.5
Neddylation inh | i | i | i | i
Rin1-Abl PPI inh | 0.8 | 3.1 | 0.1 | -0.4
LMPTP inh | -0.3 | -1.0 | -0.6 | -0.1
SUMO1-SIM PPI | -5.4 | -1.4 | 0.0 | -14.2
CSN inh | 12.2 | 0.5 | 8.5 | -2.4
NadD inh | 5.4 | -8.5 | -4.0 | 0.0
STEP inh | 0.4 | -1.8 | 1.8 | -0.5

# Carrying on:
no.	canonical_smiles	Scp1 inh	Rpn11 block	DNMT1 inh	Neddylation inh	Rin1-Abl PPI inh	LMPTP inh	SUMO1-SIM PPI	CSN inh	NadD inh	STEP inh
31	CC1CCN(C(=O)CN(C2CCCCC2)S(C)(=O)=O)CC1	-2.2	i	-0.8	i	0.3	-0.8	0.9	-1.0	0.6	-1.5
32	COC(=O)[C@]12CCCCC=C1N(Cc1ccc3c(c1)OCO3)C(=O)[C@H](CC(=O)NCc1cccc(C(F)(F)F)c1)C2	·	·	·	i	·	3.5	-1.8	-7.8	·	·
33	Cc1ccnc(-n2c(C)cc(C=O)c2C)c1	-1.4	i	0.6	i	3.8	-0.9	0.8	-0.7	1.2	-0.9
34	CCN(CC(=O)Nc1c(F)cccc1F)C(=O)C1CC(=O)N(CCc2ccccc2)C1 (configuration not stated)	-11.1	i	-6.9	i	2.0	-9.2	-27.9	-1.2	1.2	-0.3
35	COc1cc(CNC(C)(C)C)cc(Br)c1OCc1cccs1	-2.7	i	5.1	i	0.9	-1.5	-3.3	-8.4	-2.5	-1.2
36	Cc1nc(C(C)N(C)Cc2nc(Cc3ccccc3F)no2)c(C)s1 (configuration not stated)	-4.0	i	4.7	i	-2.2	0.0	0.9	-0.3	-2.4	-2.9
37	CCCNC(=O)NC(=O)CN1C(=O)NC(C)(c2ccc3ccccc3c2)C1=O (configuration not stated)	-7.2	i	0.2	i	0.9	1.2	-3.7	-0.7	1.2	-3.6
38	CCN1CCN(c2cc(C)c3cc(NC(=O)c4cc(OC)cc(OC)c4)ccc3n2)CC1	11.0	i	-9.4	i	-0.8	-2.6	0.3	-2.5	-11.4	1.0
39	O=C(NCc1ccccn1)c1ccc(N2CCCC2=O)cc1	0.2	i	-0.6	i	4.9	-1.2	0.5	3.2	-2.5	-1.4
40	CC(C)C[C@H]1CNC(=O)C(=O)N1CC1CCN(CCc2ccc(-c3ccccc3)cc2)CC1	6.8	i	-4.2	i	-0.5	0.2	0.5	-3.7	2.7	-2.9
41	Cc1ccc(CSc2nncn2-c2ccccn2)cc1	-6.7	i	-1.0	i	-1.4	-0.3	3.0	-1.6	-0.2	0.9
42	CCOC(=O)c1ccc(C(=O)OCC)nc1	3.2	i	7.4	i	3.4	-0.6	-1.7	-4.5	-1.7	2.1
43	Cc1cccc(Nc2nc(NCc3ccco3)c3ccccc3n2)c1	-2.7	i	-8.2	·	1.3	5.7	-0.5	-3.4	16.9	8.4
44	Cc1ccc(N2CC(C(=O)O)CC2=O)cc1 (configuration not stated)	-9.3	i	-2.5	i	0.0	-2.3	0.2	-11.5	-3.2	1.9
45	CN1OC2C(=O)N(c3ccccc3)C(=O)C2C1c1ccc(F)cc1 (configuration not stated)	3.1	i	0.1	i	2.4	-2.0	0.1	-3.7	-8.1	-6.4
46	CSc1nc2c(c(=O)[nH]1)C(c1cccs1)C1=C(CCCC1=O)N2 (configuration not stated)	-1.7	i	22.6	i	1.4	0.8	14.3	2.0	1.9	3.0
47	Cc1cc(C)n2nc(SCC(=O)N(C)c3c(N)n(Cc4ccccc4)c(=O)[nH]c3=O)nc2n1	·	i	3.7	i	-4.1	-0.7	2.1	-5.3	-3.7	0.3
48	CCOC(=O)C(CCC(C)=O)C(=O)c1ccccc1 (configuration not stated)	-2.7	i	5.7	i	1.3	-2.2	0.1	1.5	-3.2	-1.0
49	O=P(OC1CCCCC1)(OC1CCCCC1)C(Nc1ccccc1)c1cccnc1 (configuration not stated)	0.1	i	-1.2	i	0.7	0.0	0.5	-0.3	-7.1	0.8
50	O=C(O)/C=C/c1cn(-c2ccccc2)nc1-c1ccc2c(c1)OCCO2	-15.5	i	4.0	i	-1.9	-0.6	-12.9	-4.3	-8.7	-2.9

# Looked up by compound from above:
no.	canonical_smiles	Scp1 inh	Rpn11 block	DNMT1 inh	Neddylation inh	Rin1-Abl PPI inh	LMPTP inh	SUMO1-SIM PPI	CSN inh	NadD inh	STEP inh
44	Cc1ccc(N2CC(C(=O)O)CC2=O)cc1 (configuration not stated)	-9.3	i	-2.5	i	0.0	-2.3	0.2	-11.5	-3.2	1.9
40	CC(C)C[C@H]1CNC(=O)C(=O)N1CC1CCN(CCc2ccc(-c3ccccc3)cc2)CC1	6.8	i	-4.2	i	-0.5	0.2	0.5	-3.7	2.7	-2.9
32	COC(=O)[C@]12CCCCC=C1N(Cc1ccc3c(c1)OCO3)C(=O)[C@H](CC(=O)NCc1cccc(C(F)(F)F)c1)C2	·	·	·	i	·	3.5	-1.8	-7.8	·	·
49	O=P(OC1CCCCC1)(OC1CCCCC1)C(Nc1ccccc1)c1cccnc1 (configuration not stated)	0.1	i	-1.2	i	0.7	0.0	0.5	-0.3	-7.1	0.8
